# Screening results from PubChem BioAssay.
# PRMT1 FP inh: PRMT1 methyltransferase inhibitors, primary screen, biochemical, fluorescence polarization; Protein arginine N-methyltransferase 1 (Homo sapiens), Q99873; recombinant PRMT1, activity-based probe fluorescence polarization; 370,000 compounds, 1.3% hits; inhibition, % at 2.79 µM;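 active means inhibition above about 21% made by adding two undisclosed values, limit read from the data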
# mABHD4 FP: ABHD4 inhibitors, primary screen, biochemical, fluorescence polarization, mouse | 370,000 compounds, 0.54% hits | (Lyso)-N-acylphosphatidylethanolamine lipase (Mus musculus), Q8VD66 | AID 720543, 2013 | purified mABHD4, FP-Rh probe fluorescence polarization | inhibition, % at 8.92 µM;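 active means inhibition exceeding the mean over every tested compound plus 3 SD, cut at about 30% in these data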;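 further: 0% = plate median of compound wells and 100% = S159A mutant with DMSO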
#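 system = mouse ABHD4 enzyme, wild type | medium = HEPES pH 7.0, NaCl, Pluronic buffer | also added = FP-Rh probe | incubation = Enzyme–compound pre-incubation 45 min, then probe 60 min, both 25 °C | technique = fluorescence polarization, excitation 525 nm, emission 598 nm, BODIPY TMR filters | controls = S159A mutant high control, sample median low control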
# Rev-erbA mod: modulators of Rev-erb alpha DNA binding, primary screen, biochemical, FITC-DNA, fluorescence polarization, uHTS; 370,000 compounds, 0.79% hits; AID 1259318, 2017; activity, % at 10 µM; Rev-erbα–FITC-DNA binding, 90 min; Nuclear receptor subfamily 1 group D member 1 (Homo sapiens), P20393;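 active means activity above about 14%, limit read from the data; passing the limit was not always enough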;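 further: 0% = DMSO wells with 35 nM protein and 100% = DMSO wells with 750 nM protein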
# Target sequence (P20393 whole entry, looked up): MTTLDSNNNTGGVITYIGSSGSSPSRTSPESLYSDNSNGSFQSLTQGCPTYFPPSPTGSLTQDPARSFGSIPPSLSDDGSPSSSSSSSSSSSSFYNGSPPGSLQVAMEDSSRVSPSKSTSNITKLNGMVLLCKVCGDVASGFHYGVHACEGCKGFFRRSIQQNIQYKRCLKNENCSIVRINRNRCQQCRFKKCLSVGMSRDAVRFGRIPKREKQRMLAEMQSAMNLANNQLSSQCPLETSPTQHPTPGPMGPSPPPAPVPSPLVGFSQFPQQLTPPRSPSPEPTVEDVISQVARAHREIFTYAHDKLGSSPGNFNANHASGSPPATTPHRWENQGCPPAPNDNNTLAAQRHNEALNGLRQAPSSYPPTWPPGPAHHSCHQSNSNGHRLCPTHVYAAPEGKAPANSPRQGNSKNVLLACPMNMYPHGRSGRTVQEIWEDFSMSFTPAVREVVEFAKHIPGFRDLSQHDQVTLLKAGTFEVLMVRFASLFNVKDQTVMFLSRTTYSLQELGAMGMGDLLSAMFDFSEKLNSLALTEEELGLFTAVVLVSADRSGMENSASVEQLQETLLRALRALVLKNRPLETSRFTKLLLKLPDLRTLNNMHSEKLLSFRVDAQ
# rCAG RNA binder: binders of r(CAG) RNA repeats, primary screen, biochemical, fluorescence | r(CAG) RNA repeat, TO-PRO-1 dye displacement fluorescence | 370,000 compounds, 1.3% hits | inhibition, % at 3 µM;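 active means inhibition above the plate cutoff, the mean of all test compounds on that plate plus 3 SD, cut at about 35% in these data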;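 further: 0% = DMSO alone and 100% = 100 µM mitoxantrone as full dye displacement; higher means more dye released from RNA so lower well fluorescence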
# PG9 binder: binders of HIV-1 gp120 antibody PG9, primary screen, biochemical, TR-FRET; 360,000 compounds, 0.43% hits; TR-FRET gp120-PG9 antibody binding; inhibition, % at 6.7 µM; HIV-1 gp120 / PG9 antibody interaction; in the data active means inhibition above about 8.5%
# HTRA1 inhibitor: HTRA1 serine protease inhibitors, primary screen, biochemical, fluorescence polarization, HTS; Q92743; recombinant HTRA1, FP-rhodamine activity-based probe; inhibition, % at 5.96 µM; 340,000 compounds, 0.5% hits; AID 504803, 2011; in the data active means inhibition above about 36%;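 further: 0% = enzyme with DMSO and 100% = wells lacking enzyme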
# SIAE inh: human SIAE inhibitors, primary screen, biochemical, fluorescence polarization, FP-Rh probe, 1536-well HTS; inhibition, % at 9.66 µM; Sialate O-acetylesterase (Homo sapiens), Q9HAT2; SIAE FP-Rh probe binding; 370,000 compounds, 0.69% hits; AID 1053197, 2014;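 active means inhibition above a cutoff: mean of compounds within the control limits plus 3 SD of those, cut at about 17% in these data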;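 further: 0% = plate median of compound wells and 100% = probe without SIAE protein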
# TCR CD3 inh: inhibitors of human TCR-CD3 interaction, primary screen, biochemical, fluorescence, TAMRA-labeled TCR probe; T-cell receptor (TCR); inhibition, % at 9.4 µM; 360,000 compounds, 0.37% hits; AID 651800, 2012; in the data active means inhibition above about 19%;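 further: recombinant mutant TCR 2C K166C tagged with TAMRA read by polarization; 0% = receptor in buffer alone and 100% = receptor with positive control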
# TDP2 absorb: human TDP2 enzyme inhibitors, primary screen, biochemical, epi absorbance, recombinant enzyme; AID 720702, 2013; 370,000 compounds, 0.34% hits; inhibition, % at 12.8 µM; T5PNP hydrolysis, p-nitrophenol absorbance 415 nm; Tyrosyl-DNA phosphodiesterase 2 (Homo sapiens), O95551;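 active means inhibition above the mean of all tested compounds plus 3 SD, set per campaign, cut at about 25% in these data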;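 further: 0% = DMSO with enzyme and 100% = buffer with substrate but no TDP2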
# Target sequence (O95551 whole entry, looked up): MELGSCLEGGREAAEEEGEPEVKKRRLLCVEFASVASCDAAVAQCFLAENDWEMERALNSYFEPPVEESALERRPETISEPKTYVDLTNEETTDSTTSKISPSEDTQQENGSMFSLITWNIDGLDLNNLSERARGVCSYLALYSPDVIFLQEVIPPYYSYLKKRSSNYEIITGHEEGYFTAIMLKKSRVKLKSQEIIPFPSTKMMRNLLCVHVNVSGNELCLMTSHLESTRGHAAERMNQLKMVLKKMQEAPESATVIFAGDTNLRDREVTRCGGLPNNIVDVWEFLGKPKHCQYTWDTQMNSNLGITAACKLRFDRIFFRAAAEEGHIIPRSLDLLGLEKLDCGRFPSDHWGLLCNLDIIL
#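 Test system: human TDP2 enzyme; Input: 120 nM TDP2 per well; Buffer or medium: Mg2+-containing Tris-HCl buffer, pH 7.5; Reagent: 5 mM T5PNP; Dosing: 12.8 µM single point, 1% DMSO; Incubation: reaction 2 h, 37 °C; Detection: p-Nitrophenol epi absorbance; Read-out: % inhibition relative to enzyme-containing and enzyme-free wells; Replicates: single well per compound.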
# LEDGF integ inh: blockers of LEDGF/p75-dependent integrase strand transfer – biochemical, TR-FRET, high throughput, primary screen; TR-FRET IN-LEDGF/p75 DNA integration, Eu/Cy5; inhibition, % at 3.7 µM; 370,000 compounds, 0.64% hits; AID 743269, 2014;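 active means inhibition above the screen-wide mean plus 3 SD, cut at about 13% in these data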;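 further: signal is the Cy5 over europium emission ratio at 671 and 618 nm; 0% = plate median of compound wells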
# * marks the source's active call; other numbers are inactive results; . = no result given.
structure,PRMT1 FP inh,mABHD4 FP,Rev-erbA mod,rCAG RNA binder,PG9 binder,HTRA1 inhibitor,SIAE inh,TCR CD3 inh,TDP2 absorb,LEDGF integ inh
O=C(OC12CCCN(C1)/C(=C/c1cccnc1)C2)c1ccco1 (configuration not stated),0,3,4,0,.,.,3,.,3,-1
CCOC(=O)C1CCN(c2ncnc3nc[nH]c23)CC1,-3,-8,-9,2,1.4,2,-14,1,-21,1
C=CCNC(=O)c1c(CSc2ccc(Cl)cc2)noc1C(=O)NCCC,0,1,1,-7,-1.5,-19,-10,1,-4,-1
N=c1c2c3c(sc2ncn1N)CCC3,0,2,-1,3,-2.2,13,4,-1,6,-1
O=C(CC1CCCC1)Nc1ccc2c(c1)CCC2,1,-2,4,-2,-2.5,-7,-4,6,-10,-4
C[C@H](CO)N1C[C@H](C)[C@@H](CN(C)Cc2ccccc2C(=O)O)OCc2cnnn2CCCC1=O,-3,3,-2,1,0.3,7,7,-4,7,-13
S=c1nc(-c2ccccc2)n(CCCN2CCOCC2)c2c1CCCC2,7,-2,-3,-2,0.7,3,4,3,9,4
C[C@@H](C(=O)N[C@@H](Cc1c[nH]c2ccccc12)C(=O)O)n1nnc2ccccc2c1=O,0,0,0,2,-1.1,7,6,10,12,1
Cc1ccc(C(C)C)cc1OCCOCCN1CCCC1,1,0,4,-2,-0.3,6,1,2,2,-1
OCCNc1ncnc2c1nnn2Cc1ccccc1Cl,2,-1,6,5,-1.8,3,5,1,0,0
O=C(c1cnccn1)N(Cc1ccco1)C1(C(=O)NC2CCCCC2)CCCCC1,1,0,-8,-8,-0.4,4,2,10,2,0
O=C(NCc1csc(-c2cccs2)n1)C1CC1,1,2,-5,-3,0.4,12,-3,2,6,0
COc1ccc(NC(=O)[C@@]2(CC(=O)O)CC(/C=C/c3ccccc3)=NO2)cc1,2,1,5,11,0.7,-2,-7,-5,-3,-1
Nc1ncnc2c1ncn2C1OC(COP(=O)(O)O)C(O)C1O (configuration not stated),1,5,5,1,-0.2,8,13,6,9,-6
COc1ccc(-c2cc(-c3ccccc3O)[nH]n2)cc1OC,2,-15,1,12,-1.5,-29,-3,-2,2,1
COc1ccc(C(=O)NNC(=O)CCn2nnc(-c3ccc(Cl)cc3)n2)cc1OC,-2,-5,0,-2,-1.4,-2,-7,-2,-1,4
COC(=O)CC(NS(=O)(=O)c1cccs1)c1ccc2c(c1)OCO2 (configuration not stated),3,-3,-5,-3,-0.2,1,4,2,2,0
O=C(O)CCCCCN=Cc1c(O)c2ccccc2oc1=O,0,-3,1,1,-0.9,2,2,-3,0,-3
COc1ccc(C2/C(=C(/O)c3ccc(Cl)cc3)C(=O)C(=O)N2CCN2CCOCC2)c(OC)c1 (configuration not stated),3,4,-6,2,2.4,-1,2,-4,-7,5
Cc1ccc(S(=O)(=O)NNC(=O)c2cc(C)c(C)cc2N)cc1,0,5,4,18,0.6,-18,2,0,2,-1
COc1ccc2nc(NS(=O)(=O)c3ccc(NC(C)=O)cc3)sc2c1,0,7,5,13,-2.7,5,-1,-3,-8,2
Cc1cc(O)cc(O)c1-c1onc(C(F)(F)F)c1-c1cscn1,0,-16,-1,4,0.7,-11,-9,-3,0,0
CCOc1cccc(/C=N/NC(=S)Nc2ccccc2[N+](=O)[O-])c1O,0,27,-3,35*,-0.8,54*,7,31*,6,-2
COc1ccc(NC(=O)C2(C)Cc3c(-c4ccc(C(N)=O)cc4)ccnc3O2)cc1 (configuration not stated),0,5,3,1,-1.1,.,2,4,-2,-2

# 9 entries out of the list, ordered by heavy-atom count, descending:
structure,PRMT1 FP inh,mABHD4 FP,Rev-erbA mod,rCAG RNA binder,PG9 binder,HTRA1 inhibitor,SIAE inh,TCR CD3 inh,TDP2 absorb,LEDGF integ inh
COc1ccc(C2/C(=C(/O)c3ccc(Cl)cc3)C(=O)C(=O)N2CCN2CCOCC2)c(OC)c1 (configuration not stated),3,4,-6,2,2.4,-1,2,-4,-7,5
COc1ccc(NC(=O)C2(C)Cc3c(-c4ccc(C(N)=O)cc4)ccnc3O2)cc1 (configuration not stated),0,5,3,1,-1.1,.,2,4,-2,-2
COc1ccc(NC(=O)[C@@]2(CC(=O)O)CC(/C=C/c3ccccc3)=NO2)cc1,2,1,5,11,0.7,-2,-7,-5,-3,-1
CCOc1cccc(/C=N/NC(=S)Nc2ccccc2[N+](=O)[O-])c1O,0,27,-3,35*,-0.8,54*,7,31*,6,-2
COC(=O)CC(NS(=O)(=O)c1cccs1)c1ccc2c(c1)OCO2 (configuration not stated),3,-3,-5,-3,-0.2,1,4,2,2,0
Nc1ncnc2c1ncn2C1OC(COP(=O)(O)O)C(O)C1O (configuration not stated),1,5,5,1,-0.2,8,13,6,9,-6
COc1ccc(-c2cc(-c3ccccc3O)[nH]n2)cc1OC,2,-15,1,12,-1.5,-29,-3,-2,2,1
OCCNc1ncnc2c1nnn2Cc1ccccc1Cl,2,-1,6,5,-1.8,3,5,1,0,0
O=C(NCc1csc(-c2cccs2)n1)C1CC1,1,2,-5,-3,0.4,12,-3,2,6,0

# The list goes on.
structure,PRMT1 FP inh,mABHD4 FP,Rev-erbA mod,rCAG RNA binder,PG9 binder,HTRA1 inhibitor,SIAE inh,TCR CD3 inh,TDP2 absorb,LEDGF integ inh
COc1ccc(N2CCC(CNC(=S)Nc3cc(C)ccc3C)C2)cc1 (configuration not stated),2,11,-1,10,-3.6,8,4,-10,18,1
COc1cc(/C=C/C(=O)OCC(=O)NNC(=O)c2cc(Cl)ccc2OC)ccc1O,-2,6,-2,14,-3.3,9,9,10,-3,-1
CC(=O)c1cc(C(=O)N2CCc3c([nH]c4ccccc34)C2CC(C)C)[nH]n1 (configuration not stated),-3,-13,3,5,0.5,-9,-1,3,4,0
COC(=O)[C@]12C[C@H](CC(=O)NCc3cccc4ccccc34)C(=O)N(Cc3cccc4ccccc34)C1=C[C@H](C(C)C)O[C@@H]2C1CC1,-4,-17,7,8,.,.,-13,.,-2,3
O=C(O)CCc1ccc(S(=O)(=O)Nc2ccccc2C(=O)NCCc2ccccc2)cc1,-4,2,-2,13,-2.4,2,-1,4,-4,3
O=C1CCCN2N=C(SCC(=O)N3N=C(c4ccc(Br)cc4)CC3c3ccc(F)cc3)SC2=N1 (configuration not stated),-3,-9,-3,3,0.2,-32,-1,4,-4,11
O=C(NN1CCOCC1)c1cnn2c(C(F)F)cc(-c3ccccc3)nc12,2,0,-2,0,-0.1,8,-3,6,-5,0
CC(OC(=O)Cn1cnc2c1c(=O)n(C)c(=O)n2C)C(=O)NC(C)c1ccc(Cl)cc1Cl (configuration not stated),-11,5,-1,-2,-2.6,7,-2,-1,-9,4
CCn1c(CSCc2ccc(F)cc2)nnc1SCC(=O)N1CCN(c2ccccc2)CC1,3,7,2,-4,-0.6,-2,7,-4,-10,1
COc1ccc(CN(C)CC(=O)Nc2cccc(S(=O)(=O)N3CCCC3)c2)cc1F,-2,-4,3,8,-0.6,-6,5,2,-2,-1
COc1ccc(NC(=O)COc2ccccc2Cl)cc1S(=O)(=O)N1CCCCC1,-3,-11,5,2,-3.1,-20,-15,0,0,1
CCOC(=O)Cc1cnc(NC(=O)CSc2nc(N)cc(N)n2)s1,-3,0,-2,0,-0.9,7,5,3,5,0
CCN(CC1CCCN(CCc2cccc(OC)c2)C1)C(=O)c1ccoc1C (configuration not stated),3,-1,0,-10,0.4,5,10,8,-1,2
COc1ccc(C(=O)Cn2c(NCCO)nc3ccccc32)cc1OC,-5,9,4,-2,-0.9,5,1,-9,6,-3
COc1ccc(NC(=O)CSc2nnc(Cc3ccccc3)c(=O)n2N)cc1,31*,-2,-8,7,-0.5,-11,-4,3,-4,-3
CCCN(CCC)CCNC(=O)c1cc2c(-c3ccccc3F)nn(C)c2s1,1,5,4,-9,-0.5,-7,-1,2,9,-4

# Exported with values under each structure: 2 of the compounds above
# Every second line gives: PRMT1 FP inh | mABHD4 FP | Rev-erbA mod | rCAG RNA binder | PG9 binder | HTRA1 inhibitor | SIAE inh | TCR CD3 inh | TDP2 absorb | LEDGF integ inh
> CCN(CC1CCCN(CCc2cccc(OC)c2)C1)C(=O)c1ccoc1C (configuration not stated)
    3 | -1 | 0 | -10 | 0.4 | 5 | 10 | 8 | -1 | 2
> COc1ccc(C(=O)Cn2c(NCCO)nc3ccccc32)cc1OC
    -5 | 9 | 4 | -2 | -0.9 | 5 | 1 | -9 | 6 | -3

# (list continues)
structure,PRMT1 FP inh,mABHD4 FP,Rev-erbA mod,rCAG RNA binder,PG9 binder,HTRA1 inhibitor,SIAE inh,TCR CD3 inh,TDP2 absorb,LEDGF integ inh
CC(C)c1onc(C(=O)NCc2ccccc2)c1[N+](=O)[O-],2,7,1,-2,-1.6,2,-2,-2,2,-3
Cc1ccc(Cc2c(C3CCCCC3)nc3ccc(Cl)cn23)cc1,5,-1,-6,17,-1.2,.,6,-3,-1,2
CCc1ccccc1NC(=O)c1cc(S(=O)(=O)N(C)C)ccc1N1CCCC1,4,7,0,0,-2.5,0,-8,-4,0,-4
CCCCOC(=O)CCc1c(C)[nH]c(=O)c(C#N)c1C,2,1,7,1,-2.5,2,7,3,1,4
COC(=O)c1cc(C(=O)OC)cc(N2C(=O)CC(Sc3nc(C)cc(C)n3)C2=O)c1 (configuration not stated),5,-12,3,1,1.0,1,-2,3,-5,2

# These rows are one share of the data; count on the stated rates, not on these rows.
